Menin-MLL TR inh: qHTS Assay for Inhibitors Targeting the Menin-MLL Interaction in MLL Related Leukemias: Competition With Texas Red Labeled MLL-derived Mutant Peptide; O00255; Menin + Texas Red MLL mutant peptide, fluorescence polarization; Potency, µM (top dose mostly 61.6 µM), inactives show top-dose FP activity change, negative = inhibition, usual class: inhibitors; 270,000 tested, 0.23% active; AID 1768, 2009; active = well fitted inhibition curve with a large enough effect in the polarisation, with a control signal flat, not every such curve was filed as active; inconclusive = small, poorly fitted or top-dose-only effect, or effect the other way, or a change in a side signal; inactive = no such curve, though single readings can be large or run the other way; the % refers to the polarisation; also: potency is read from the fitted curve at half-maximal effect; % of control where 0% means no effect; many of its hits are not listed in these tables
TRPV1 agonist: HTS Assay for Compounds that Act as Agonists of the Vanilloid Receptor 1 | Transient receptor potential cation channel subfamily V member 1 (Homo sapiens), Q8NER1 | TRPV1-expressing cells, Fluo-8 calcium influx, agonist mode | activation, % at 8.33 µM | 320,000 tested, 0.19% active | AID 540275, 2011; in the data active = activation above about 80%; inconclusive = between about 30% and that limit; also: 0% is about no effect
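TRPV1-expressing cells were cultured overnight at 35.5C and loaded with Fluo-8 calcium dye for 40 to 90 min at room temperature. After a 10 s baseline, compound was added and calcium influx was read kinetically for 3 min (ex 480/em 520 nm).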
Coupling enz: qHTS Assay for Inhibitors of Fructose-1,6-bisphosphate Aldolase from Giardia Lamblia: Coupling assay counterscreen. coupling enzyme system counterscreen, AmpLite Red fluorescence. AID 2472, 2010. activity change, negative = inhibition, % at 58.2 µM, hits read low. 290,000 tested, 0.67% active; in the data active = activity change below about -30%; also: % is scaled to controls: 0 for no effect and ±100 for the full control effect
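Activity here indicates interference with the coupling reaction, not aldolase inhibition. Compounds at 57.5 uM final met coupling enzymes for 10 min at RT; substrate and AmpLite Red detection followed, with a 525/598 nm fluorescence read after 20 min.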
Giardia killer: Small Molecules that selectively kill Giardia lamblia: qHTS. Giardia lamblia trophozoite viability. activity change, % at 7.66 µM, hits read low. 340,000 tested, 0.15% active. AID 540267, 2011; in the data active = activity change below about -80%; inconclusive = between about -30% and that limit;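 also: parasites exposed to compound for two days anaerobically before the ATP read; % is scaled to controls: 0 for no effect and ±100 for the full control effect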
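Luminescence from cellular ATP indicates surviving trophozoites (100 cells/well) following 48 hrs anaerobic compound treatment at 37 deg C; signal develops 15-30 min at room temperature.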
GALK inhibitor: qHTS Assay for Inhibitors of Human Galactokinase (GALK); P51570; Purified GALK, Kinase-Glo residual ATP luminescence; Potency, µM (doses to about 57.5 µM), inactives show top-dose activity change, negative = inhibition, usual class: inhibitors; 270,000 tested, 0.007% active; also: potency is read from the fitted curve at half-maximal effect; % is scaled to controls: 0 for no effect and ±100 for the full control effect
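Human GALK (5 nM) with 35 uM ATP and 100 uM galactose in 20 mM HEPES pH 8.0, 5 mM MgCl2, 60 mM NaCl, 1 mM DTT, 0.01% BSA. After 1 h at room temperature, leftover ATP was read by Kinase-Glo Plus luminescence.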
MLL CXXC-DNA inh: qHTS Fluorescence Polarization Assay for Inhibitors of MLL CXXC domain - DNA interaction | MLL-CXXC / FITC-HOXA9 DNA fluorescence polarization | Potency, µM (titrated, usually from 115 µM), for the others: at the highest dose activity change, negative = inhibition, usual class: inhibitors | 290,000 tested, 0.037% active; active = well fitted inhibition curve with a large enough effect in the polarisation, with a control signal flat, not every such curve was filed as active; inconclusive = small, poorly fitted or top-dose-only effect, or effect the other way, or a change in a side signal; inactive = no such curve, though single readings can be large or run the other way; the % refers to the polarisation; also: potency is read from the fitted curve at half-maximal effect
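Steps: dispense CXXC domain solution (7 uM) → pin compounds or unlabeled HOX-A9 DNA control → 5 min ambient → add FLSN-HOX-A9 solution (50 nM) → spin → 30 min ambient → fluorescence polarization. Tris pH 7.5/NaCl/DTT/BSA buffer.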
B2AR arrestin: qHTS assay of beta-arrestin-biased ligands of beta2-adrenergic receptor; AID 492947, 2010; 330,000 tested, 0.02% active; beta-arrestin recruitment to beta2AR, cell-based reporter; Potency, µM (titrated, usually from 46.1 µM), without a hit: top-dose activation, usual class: activators;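 also: potency is read from the fitted curve at half-maximal effect; 0% = DMSO controls and full agonism = EC100 isoproterenol or metaproterenol; nearly all actives have a fitted effect of over 65% in size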
USP2a inh: qHTS Assay for Inhibitors of Ubiquitin-specific Protease USP2a Using CHOP2 as the Reporter. Ubiquitin carboxyl-terminal hydrolase 2 (Homo sapiens), O75604. 330,000 tested, 0.01% active. Potency, µM (series often up to 38.3 µM), inactives show at the highest dose activity change, negative = inhibition, actives largely listed as inhibitors. USP2 core, Ub-CHOP2 coupled fluorogenic reporter, 485/531;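 also: potency is read from the fitted curve at half-maximal effect; plate controls were DMSO wells for no effect and full inhibition by NEM control for full effect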
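Cell-free coupled assay: 10nM USP2 core preincubated 30min RT with compound in Tris-HCl pH 8.0/CaCl2/CHAPS buffer, then 25nM Ub-CHOP2 and 25nM reporter substrate; fluorescence (Ex 485/Em 531) read after 60min RT, normalized to NEM inhibition, concentration-response curves fitted.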
KCNH2 WT inh: qHTS for Inhibitors of KCHN2 3.1: Wildtype qHTS; Voltage-gated inwardly rectifying potassium channel KCNH2 (Homo sapiens), Q12809; 340,000 tested, 0.37% active; U2OS, BacMam KCNH2, thallium flux FluxOr; active compounds read low; activity change, % at 1.84 µM;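 active = maximum activity change below -70%; inconclusive = maximum activity change between -70% and -50%; inactive = maximum activity change above -50%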; also: % is scaled to controls: 0 for no effect and ±100 for the full control effect
Target sequence (Q12809 whole entry, looked up): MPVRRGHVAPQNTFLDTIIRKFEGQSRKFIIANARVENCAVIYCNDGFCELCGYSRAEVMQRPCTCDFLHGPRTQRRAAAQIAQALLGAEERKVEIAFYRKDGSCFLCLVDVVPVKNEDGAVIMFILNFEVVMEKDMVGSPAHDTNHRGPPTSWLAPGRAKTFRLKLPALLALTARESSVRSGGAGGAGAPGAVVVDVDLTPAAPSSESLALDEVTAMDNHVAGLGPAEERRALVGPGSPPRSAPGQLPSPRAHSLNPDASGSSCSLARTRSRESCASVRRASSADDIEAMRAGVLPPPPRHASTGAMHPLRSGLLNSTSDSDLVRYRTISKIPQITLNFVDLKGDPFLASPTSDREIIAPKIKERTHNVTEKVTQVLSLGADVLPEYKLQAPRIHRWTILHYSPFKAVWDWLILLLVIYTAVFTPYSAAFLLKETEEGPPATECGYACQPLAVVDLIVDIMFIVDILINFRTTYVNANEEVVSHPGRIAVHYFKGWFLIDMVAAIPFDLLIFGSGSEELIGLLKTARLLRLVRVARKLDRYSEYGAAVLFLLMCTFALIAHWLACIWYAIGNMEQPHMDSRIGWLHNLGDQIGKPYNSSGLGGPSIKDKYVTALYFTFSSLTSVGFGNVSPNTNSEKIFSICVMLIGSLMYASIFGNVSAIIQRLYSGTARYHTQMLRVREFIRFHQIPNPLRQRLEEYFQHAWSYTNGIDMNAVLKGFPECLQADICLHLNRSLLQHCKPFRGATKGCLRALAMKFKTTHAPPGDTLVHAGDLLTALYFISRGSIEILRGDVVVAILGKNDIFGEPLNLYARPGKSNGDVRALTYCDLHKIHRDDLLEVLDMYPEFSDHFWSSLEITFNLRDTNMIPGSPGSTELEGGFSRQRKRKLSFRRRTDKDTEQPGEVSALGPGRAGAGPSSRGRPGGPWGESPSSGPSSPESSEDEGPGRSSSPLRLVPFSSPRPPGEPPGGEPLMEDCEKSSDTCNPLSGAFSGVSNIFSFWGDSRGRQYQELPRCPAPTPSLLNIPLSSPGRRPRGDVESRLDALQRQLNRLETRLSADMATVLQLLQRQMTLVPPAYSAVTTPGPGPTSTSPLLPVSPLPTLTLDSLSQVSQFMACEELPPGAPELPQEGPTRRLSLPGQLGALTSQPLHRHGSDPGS
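U2OS cells were transduced with wild-type KCNH2 virus (2.03 x 10^8 / mL) for 4 h at room temperature, then cultured overnight at 37 C. Thallium flux was read with FluxOr dye. Rate constants were normalized to DMSO controls.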
PKM2 act: qHTS Assay for Activators of Human Muscle isoform 2 Pyruvate Kinase. purified PKM2, Kinase-Glo ATP luminescence, activation; response scale: 0% is enzyme alone, no compound. Pyruvate kinase PKM (Homo sapiens), P14618. 260,000 tested, 0.34% active. Potency, µM (top dose mostly 57.5 µM), without a hit: at the top dose activation, hits mostly activators. AID 1631, 2009; also: potency is read from the fitted curve at half-maximal effect; % is scaled to controls: 0 for no effect and ±100 for the full control effect; nearly all actives have a fitted effect of over 55% in size
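Kinase-Glo luminescence reports ATP generated from ADP (0.1 mM) and PEP (0.5 mM) by purified hPK-M2 after 1 h at room temperature, pH 7.2 imidazole buffer; intermediate enzyme activity allows detecting inhibitors and activators.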
KCNH2 3.1 block: qHTS for Inhibitors of KCHN2 3.1: Mutant qHTS; activity change, % (tested at about 1.8 µM); U2OS KCNH2 3.1, thallium flux FluxOr; active compounds read low; 340,000 tested, 0.95% active; Potassium voltage-gated channel subfamily H member 2, brain isoform KCNH2 3.1 (human);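 active = maximum activity change below -70%; inconclusive = maximum activity change from -70% to -50%; inactive = maximum activity change above -50%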;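 also: thallium influx rate constant from kinetic fluorescence after stimulation buffer; % is scaled to controls: 0 for no effect and ±100 for the full control effect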
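Virally transduced U2OS (3.1 isoform, 4 h infection in dark at RT) → overnight 37 C → FluxOr + Red40 in HBSS/HEPES, 45 min → stimulation buffer, 2 min kinetic read → rate constant vs DMSO controls.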
* = called active by the depositor; u = inconclusive; x = no result given; [ ] = dose if it differs, or a comment. Unless noted, calls follow the shape of the dose curve; as a rule, active = well fitted curve in the direction sought with a large enough effect; inconclusive = small, poorly fitted or top-dose-only effect, or another doubt; inactive = no such curve, though single readings can be large; an effect the other way counts as inactive or inconclusive.

SMILES,Menin-MLL TR inh,TRPV1 agonist,Coupling enz,Giardia killer,GALK inhibitor,MLL CXXC-DNA inh,B2AR arrestin,USP2a inh,KCNH2 WT inh,PKM2 act,KCNH2 3.1 block
Cn1c(=O)c2c(nc(N3CCOCC3)n2CC(=O)C23CC4CC(CC(C4)C2)C3)n(C)c1=O,-11%,2,1,1,-1%,11%,0.0%,1%,3,1%,22
CCCCN(CCCC)CCNC(=O)c1cn(CC)c2ccc(S(=O)(=O)N3CCc4ccccc4C3)cc2c1=O,-14%,25,0,8,14%,5%,0.2%,0%,-26,5%,0
S=c1[nH]nc2n1CCCN2,x,0,-2,19,0%,-7%,-1.3%,5%,-8,1%,-3
Cc1cc(=O)oc(C)c1C(=O)NCCc1ccccc1,-2%[11.7 µM],x,3,12,1%,-4%,-0.2%,u,9,10%,0
COc1ccc(C)cc1NC(=O)c1ccc2c(O)c(S(=O)(=O)c3ccccc3)c(=O)[nH]c2c1,u,0,20,3,-4%,-14%,0.0%,2%,-4,x,5
CN(C)CCCNC(=O)c1ccc(Cl)c(S(=O)(=O)N2CCCCCC2)c1,x,1,x,-2,x,x,-0.2%,4%,25,x,-22
c1cc(-c2nnn(CCOCCn3nnc(-c4ccncc4)n3)n2)ccn1,-10%,-2,3,9,2%,13%,-0.4%,0%,-33,x,-22
COc1ccc(CCN2CC(C(=O)NCCc3ccccc3C(F)(F)F)CCC2=O)cc1 (stereo not given),x,8,x,-17,3%,-2%,0.3%,1%,0,x,-3
COc1ccc(C2SCC(=O)N2c2c(C)n(C)n(-c3ccccc3)c2=O)cc1OC (stereo not given),-8%,1,-1,2,-1%,5%,0.0%,-2%,-12,-1%,-12
Cc1[nH]n(-c2ccccc2)c(=O)c1/C=N/NC(=O)c1cccc(F)c1,u,u,-6,-3,0%,u,-0.7%,-1%,-1,x,-18
O=C(CCCN1C(=O)/C(=C\c2ccccc2)SC1=S)Nc1cccc(C(=O)O)c1,u,-1,7,-8,-3%,-19%,1.0%,-5%,6,2%,-6
COc1ccc(CCn2c(N)c(C(=O)NCc3ccco3)c3nc4ccccc4nc32)cc1OC,15%,-1,-20,-5,-1%,-3%,0.4%,-12%,-8,7%,-4

Next section (three carried over from the part before).
SMILES,Menin-MLL TR inh,TRPV1 agonist,Coupling enz,Giardia killer,GALK inhibitor,MLL CXXC-DNA inh,B2AR arrestin,USP2a inh,KCNH2 WT inh,PKM2 act,KCNH2 3.1 block
Cc1[nH]n(-c2ccccc2)c(=O)c1/C=N/NC(=O)c1cccc(F)c1,u,u,-6,-3,0%,u,-0.7%,-1%,-1,x,-18
O=C(CCCN1C(=O)/C(=C\c2ccccc2)SC1=S)Nc1cccc(C(=O)O)c1,u,-1,7,-8,-3%,-19%,1.0%,-5%,6,2%,-6
COc1ccc(CCn2c(N)c(C(=O)NCc3ccco3)c3nc4ccccc4nc32)cc1OC,15%,-1,-20,-5,-1%,-3%,0.4%,-12%,-8,7%,-4
O=C1C(=O)N(CCCO)C(c2ccc(Br)cc2)/C1=C(\O)c1ccc(Br)cc1 (stereo not given),u,-5,10,7,-3%,5%,0.5%,-1%,-2,-1%,-7
O=C(NCC(=O)N1CCN(c2ncccn2)CC1)c1ccc(F)cc1,x,-3,x,16,x,x,0.3%,4%,-15,x,29
CCC(=O)N(c1ccc(F)cc1)C1C=CS(=O)(=O)C1 (stereo not given),5%,3,-1,-16,6%,-6%,0.1%,-1%,-13,-5%,-5
Cc1ccc2c(c1)c(-c1ccccc1)nc1nnnn12,-2%,2,4,3,-2%,0%,-0.1%,4%,-5,3%,1
COCCCn1cnnc1SC(C)C(=O)Nc1ccc(S(=O)(=O)N2CCOCC2)cc1 (stereo not given),x,x,x,5,x,x,0.0%,0%,1,x,3
COc1c(Cl)cc(Cl)cc1CNc1ccc(S(N)(=O)=O)cc1,29%,4,7,15,3%,1%,-1.0%,-3%,-3,28%,9
CN1C(=O)N(C)C2(c3ccccc3)N(C)C(=O)NC12c1ccccc1 (stereo not given),-2%,7,3,-8,6%,-16%,-0.4%,1%,13,-3%,-6
CC(=O)Nc1ccc(-c2csc(NCCc3ccccc3)n2)cc1,u,2,0,9,4%,-2%,0.2%,-1%,-2,2%,22
CC1CN(CCCCSc2ccccc2)CC(C)O1 (stereo not given),-7%,-4,0,-4,0%,-11%,-0.2%,1%,6,0%,41
COc1ccc(C(=O)O)cc1S(=O)(=O)NCc1ccccn1,1%,-2,0,15,0%,3%,0.6%,9%,1,x,18
COc1ccc(-n2c(C)nc3c(cnn3-c3ccc(C)cc3)c2=O)cc1,u,-1,0,2,1%,-4%,-0.1%,0%,-7,-1%,17
COCC(=O)Nc1nc2n(n1)C(c1ccc(OC)cc1)CC(c1ccc(OC)cc1)N2 (stereo not given),0%,-3,4,4,-2%,17%,0.0%,1%,9,-1%,13

Additional compounds follow.
SMILES,Menin-MLL TR inh,TRPV1 agonist,Coupling enz,Giardia killer,GALK inhibitor,MLL CXXC-DNA inh,B2AR arrestin,USP2a inh,KCNH2 WT inh,PKM2 act,KCNH2 3.1 block
Cc1ccc([N+](=O)[O-])cc1N1C(=O)CS/C1=N\NC(=O)c1cccnc1,12%,-2,0,0,-1%,-20%,-0.8%,0%,-10,-3%,u
COc1cccc(C(=O)Nc2ccc(N3CCN(Cc4ccccc4)CC3)cc2)c1,8%,5,2,4,-1%,16%,0.1%,1%,7,2%,-9
COC(=O)COc1ccc(-c2ccc(F)cc2)cc1C=O,16%,u,-1,-8,0%,6%,0.0%,0%,-7,-2%,-18
CC(C)(C)NC(=O)C(c1ccc(Cl)cc1)N(Cc1ccco1)C(=O)CCl (stereo not given),-13%,4,2,8,0%,0%,0.3%,2%,1,-5%,-2
COc1ccc(N(C(=O)c2ccc3c(c2)OCO3)C2C=CS(=O)(=O)C2)c(OC)c1 (stereo not given),x,0,x,11,5%,15%,-1.0%,-1%,-17,x,4
Cc1ccc(NC(=O)C[n+]2cc(-c3ccccc3)n3c2CCC3)cc1,x,-4,2,-5,2%,-5%,-0.6%,3%,4,-2%,-7
O=C(/C=C/c1ccco1)Nc1cccc(-c2nc3ccccc3[nH]2)c1,u,2,0,2,-3%,16%,-0.2%,4%,-4,26%,-14
COc1cccc(CNC(=O)[C@H](C)NC(=O)C2CCN(S(=O)(=O)c3ccccc3)CC2)c1,-10%,1,-3,-19,-1%,3%,0.0%,0%,-4,-11%[0.46 µM],-2
O=S(=O)(c1ccc(Cl)nc1)N(Cc1ccccc1)Cc1ccccc1,3%,4,6,4,-1%,-6%,-0.1%,2%,11,-9%,-17
O=C(O)COc1ccccc1/C=N/NC(=O)c1cccc(S(=O)(=O)Nc2cccc(Cl)c2)c1,u,-7,8,-1,7%,u,0.0%,0%,4,1%,-15
Cc1ccc(Cl)cc1N1CCN(C(=O)C2CCN(S(C)(=O)=O)CC2)CC1,-18%,u,1,-1,0%,2%,0.2%,0%,21,x,-3
O=C(Nc1ccccn1)c1ccc(Br)c(S(=O)(=O)N2CCCCC2)c1,4%,-4,1,-17,0%,-11%,-0.3%,2%,4,5%,7
CCOc1ccc(CCNC(=O)c2cc(=O)[nH]c3ccc(S(=O)(=O)N(CC)CC)cc23)cc1OCC,x,-2,x,3,-9%,5%,-0.4%,3%,-4,-11%,7
CC(C)CN(Cc1cc(=O)oc2cc3c(cc12)CCCC3)CC(C)C,x,u,4,-3,-1%,48%[activator],0.2%,5%,-1,8%,-5

Some of the compounds tested; the hit share may differ from the screen's.
